Source: PubChem (NCI)
NCI-60 one-dose screen, 48 h, at 10 µM unless noted. Numbers give growth in % (100 = growth as untreated, 0 = no growth, -100 = all killed).
SNB-75 – SNB-75 CNS cancer; hit rate 5% among 79,000
SNB-19 – SNB-19 CNS cancer cells. hit rate 2.5% among 81,000
KM12 – KM12 colon cancer cells. hit rate 5% among 82,000. AID 1794800
HCC-2998 – HCC-2998 colon cancer; hit rate 4.7% among 79,000; AID 1794799
HT29 – HT29 colon cancer; hit rate 7.4% among 81,000; AID 1794748
SF-268 – SF-268 CNS cancer cells | hit rate 3.1% among 82,000
SF-539 – SF-539 CNS cancer; hit rate 6.8% among 81,000
SW-620 – SW-620 colon cancer | hit rate 5.2% among 82,000 | AID 1794795
SF-295 – SF-295 CNS cancer cells; hit rate 5.6% among 79,000
Numbers without * were called inactive; nt = not tested or not shown; [ ] = dose if it differs, or a comment. How the source made its calls: active means growth percent below 10; inactive means the rest. No enrichment for hits; 11% or so of the library scored in one or more.

SMILES | SNB-75 | SNB-19 | KM12 | HCC-2998 | HT29 | SF-268 | SF-539 | SW-620 | SF-295
O=C(O)c1ccccc1C(=O)Nc1cccc([N+](=O)[O-])c1 | 88.7 | 106.5 | 111.4 | nt | 108.4 | 111.6 | nt | 101.1 | 135.5
CCN(CC)Cc1cc(Nc2ccnc3cc(Cl)ccc23)ccc1OC | 86.8 | 94.1 | 83.5 | 81.0 | 33.7 | 96.6 | 62.7 | 64.1 | 91.0
Cc1ccc(N=C(C(c2ccccc2)c2ccccc2)N2CCCCC2)cc1 | 91.5 | 80.6 | 79.9 | 85.7 | 43.3 | 85.5 | 93.2 | 70.8 | 51.2
CC(=O)N(C)c1ccc(/C=C2\C=Cc3ccccc32)cc1 | 72.8 | 86.4 | 103.5 | 95.0 | nt | 95.7 | nt | 99.3 | 99.5
Cc1ccnc(NC(=O)C(C)c2ccc(Nc3ccnc(C(F)(F)F)c3)cc2)c1 (configuration not stated) | 100.3 | nt | 99.5 | 108.4 | 112.5 | 98.0 | 110.3 | 106.1 | 85.8
CCOC(=O)C(F)(C#N)C(C)CC (configuration not stated) | 83.4 | 103.9 | 105.5 | 93.4 | 100.0 | 104.9 | 93.3 | 105.9 | 90.9
CCc1ccccc1NC(=O)N/C(N)=N/c1nc2ccccc2s1 | 3.9* | 9.5* | -3.5* | 3.5* | -25.0* | 29.6 | -50.4* | 21.3 | -9.8*
c1ccc(-c2nc([P+](c3ccccc3)(c3ccccc3)c3ccccc3)c(N3CCOCC3)o2)cc1 | 1.4* | 8.7* | -1.2* | 26.5 | 0.2* | 18.3 | 6.5* | 14.4 | 0.1*
COc1cc(NCCN(CC(C)C)CC(C)C)c2ncc(C)cc2c1 | 95.3 | 85.3 | 68.6 | 85.6 | 86.1 | 71.1 | 97.7 | 68.1 | 64.6
Cc1ccc(C2=NN3C(C2)c2ccccc2OC3c2ccc(/C=C3\SC(=S)N(C)C3=O)cc2)cc1 (configuration not stated) | 76.2 | 94.7 | 100.0 | 104.9 | 109.4 | 94.9 | 88.4 | 99.6 | 98.9

Three compounds out of the list, sorted by count of non-hydrogen atoms, falling.
SMILES | SNB-75 | SNB-19 | KM12 | HCC-2998 | HT29 | SF-268 | SF-539 | SW-620 | SF-295
Cc1ccc(C2=NN3C(C2)c2ccccc2OC3c2ccc(/C=C3\SC(=S)N(C)C3=O)cc2)cc1 (configuration not stated) | 76.2 | 94.7 | 100.0 | 104.9 | 109.4 | 94.9 | 88.4 | 99.6 | 98.9
COc1cc(NCCN(CC(C)C)CC(C)C)c2ncc(C)cc2c1 | 95.3 | 85.3 | 68.6 | 85.6 | 86.1 | 71.1 | 97.7 | 68.1 | 64.6
CC(=O)N(C)c1ccc(/C=C2\C=Cc3ccccc32)cc1 | 72.8 | 86.4 | 103.5 | 95.0 | nt | 95.7 | nt | 99.3 | 99.5

(cont.)
SMILES | SNB-75 | SNB-19 | KM12 | HCC-2998 | HT29 | SF-268 | SF-539 | SW-620 | SF-295
Cc1ccc(NC(=O)c2ccc(CN3CCN(C)CC3)c(C(F)(F)F)c2)cc1Oc1ccc(-c2[nH]nc3ncnc(N)c23)cc1 | 93.3 | 99.2 | 17.7 | 110.9 | -8.9* | 88.0 | 60.2 | 24.3 | 82.8
COc1ccc2cc(-c3ccc(C(=O)N/N=C/c4ccc(O)cc4)c(C)n3)ccc2c1 | 103.8 | 97.5 | 76.8 | 86.8 | 44.8 | 79.5 | 96.0 | 108.0 | 83.7
Fc1cc(-c2cnc3nonc3n2)c(Cl)cc1Cl | 99.9 | 90.4 | 88.2 | 102.7 | 87.9 | 90.9 | 110.2 | 38.7 | 99.4
CC12CCCC(=O)N1c1ccccc1-c1nc(=O)c(-c3ccc(F)cc3)nn12 (configuration not stated) | 83.5 | 99.2 | 103.5 | 103.6 | 102.5 | 98.1 | 95.8 | 97.8 | 95.2
COc1cccc(C(=O)Nc2cccc(-c3cn(-c4ccc(S(N)(=O)=O)cc4)nn3)c2)c1 | 110.0 | 92.2 | 102.8 | 125.2 | 137.9 | 115.3 | 91.8 | 107.7 | 108.6
Cc1ccc([N+](=O)[O-])c(N)c1 | 106.7 | 98.8 | 113.6 | 99.7 | 100.4 | 110.1 | 95.8 | 105.9 | 100.3
COc1ccccc1N1CCN(C2=CC(=O)C(C)=C(C)C2=O)CC1 | 102.5 | 103.7 | 105.3 | 109.6 | 103.6 | 101.0 | 100.3 | 105.3 | 102.8
COCCCN1CC(O)=C(c2nc(-c3ccc(C)cc3)cs2)C1=N | 154.4 | 98.6 | 119.9 | 112.1 | 128.1 | 222.9 | 96.9 | 104.2 | 123.3
O=C1NCC2CCCC1C2 (configuration not stated) | 77.2 | 99.6 | 107.2 | 93.1 | 105.0 | 103.3 | 110.6 | 119.7 | nt
C/C(=N\NC(=O)Cn1c(-c2ccc(S(C)(=O)=O)cc2)nc2cc(Cl)ccc21)c1ccc(Cl)cc1 | 69.7 | 84.3 | 76.4 | 102.9 | 79.7 | 72.4 | 83.1 | 92.2 | 81.1

The last four entries of the part before lead into the next:
SMILES | SNB-75 | SNB-19 | KM12 | HCC-2998 | HT29 | SF-268 | SF-539 | SW-620 | SF-295
COc1ccccc1N1CCN(C2=CC(=O)C(C)=C(C)C2=O)CC1 | 102.5 | 103.7 | 105.3 | 109.6 | 103.6 | 101.0 | 100.3 | 105.3 | 102.8
COCCCN1CC(O)=C(c2nc(-c3ccc(C)cc3)cs2)C1=N | 154.4 | 98.6 | 119.9 | 112.1 | 128.1 | 222.9 | 96.9 | 104.2 | 123.3
O=C1NCC2CCCC1C2 (configuration not stated) | 77.2 | 99.6 | 107.2 | 93.1 | 105.0 | 103.3 | 110.6 | 119.7 | nt
C/C(=N\NC(=O)Cn1c(-c2ccc(S(C)(=O)=O)cc2)nc2cc(Cl)ccc21)c1ccc(Cl)cc1 | 69.7 | 84.3 | 76.4 | 102.9 | 79.7 | 72.4 | 83.1 | 92.2 | 81.1
COc1ccc(C2CC(=O)c3c(O)c(OC)c(OC)c(OC)c3O2)cc1O (configuration not stated) | 39.9 | 36.9 | 12.5 | 12.7 | 101.1 | 44.6 | -13.0* | 20.2 | 6.5*
CN(C)CCN1c2ccccc2Sc2ccc3ccccc3c21 | 63.2 | 98.0 | 95.5 | 84.6 | 84.8 | 84.2 | 89.6 | 89.4 | 104.0
CC(=O)NS(=O)(=O)c1ccc(N=C=S)cc1 | 90.9 | 99.9 | 95.5 | 104.9 | 101.7 | 96.6 | 92.3 | 109.4 | 98.9
C=C(C)[C@@H]1CC[C@]2(COP(=O)(OCC)OCC)CC[C@]3(C)[C@H](CC[C@@H]4[C@@]5(C)CC[C@H](OP(=O)(OCC)OCC)C(C)(C)[C@@H]5CC[C@]43C)[C@@H]12 | 75.3 | 50.7 | 54.2 | 19.9 | 35.2 | 64.6 | 70.5 | 38.4 | 14.6
CCCCCCCCCCOC(=O)c1ccccn1 | 65.4 | 96.0 | 104.7 | nt | 105.3 | 99.7 | 104.1 | 101.8 | 136.8
COc1cccc(-c2nc3sccn3c2-c2ccnc(NCCNS(=O)(=O)c3ccc(C)cc3)n2)c1 | nt | 110.8 | 83.3 | 136.1 | 72.1 | 83.0 | 102.2 | 123.2 | nt
CC(=O)O[C@H]1CC[C@@]2(C)[C@@H](CC[C@@H]3[C@@H]2CC(=O)[C@]2(C)[C@@H]4C(=O)C=C5CCCCC5[C@@H]4C[C@@H]32)C1 (some centres not stated) | 85.0 | 87.3 | 85.5 | 83.0 | 40.0 | 95.7 | 94.2 | 114.1 | nt
CC(=O)Cc1nc2scc(-c3ccccc3)c2c(=O)[nH]1 | 77.7 | 93.5 | 100.2 | 102.5 | 87.7 | 93.7 | 93.7 | 97.2 | 94.5
O=C(OOC(=O)c1ccccc1)c1ccccc1 | 99.0 | 123.2 | 102.3 | 100.8 | 111.8 | 109.4 | 93.2 | 108.3 | 108.0
COc1ccc(NC(=O)CN2CCN(c3cc4c(cc3F)c(=O)c(C(=O)O)cn4C3CC3)CC2)cc1 | 88.0 | 87.7 | 93.4 | 100.2 | 100.0 | 93.3 | 94.7 | 106.1 | 97.7
NCCCBr | 118.2 | 106.0 | 111.5 | 104.5 | 93.9 | 120.3 | 100.1 | 112.5 | 107.8
CCn1c(SCc2ccccc2)nc2c1c(=O)n(C)c(=O)n2C | 88.7 | 106.4 | 99.4 | 101.4 | 104.3 | 96.2 | 91.4 | 103.0 | 102.1
CC(COc1cc(Cl)c(Cl)cc1Cl)OC(=O)C(C)Oc1cc(Cl)c(Cl)cc1Cl (configuration not stated) | 77.9 | 104.6 | 103.1 | 103.6 | 95.1 | 97.7 | 108.2 | 99.3 | 91.3
CCOc1nc2c(N)ncnc2n1CC1CCC1 | 88.0 | 98.0 | 101.3 | 108.3 | 101.7 | 100.9 | 89.6 | 98.9 | 95.0
CCOC(=O)C(=O)Cc1cnc2ccccc2n1 | 99.5 | 102.9 | 104.4 | 103.8 | 106.2 | 109.5 | 99.6 | 103.9 | nt
CNc1nc(NC)nc(-c2ccccc2)n1 | 104.3 | 96.0 | 99.7 | 81.3 | 100.7 | 101.8 | 98.5 | 108.3 | 108.9
CCCCCCCCn1ccc2cc(NC(=O)Cn3cc(CN4CCC(C)CC4)nn3)ccc21 | 79.1 | -34.8* | 4.7* | -78.8* | -66.9* | 32.8 | 11.5 | -72.1* | -74.3*
COc1ccc(/C=C(\C#N)c2nc3ccccc3s2)cc1 | 86.1 | nt | 113.4 | 126.0 | 100.0 | 102.9 | 98.7 | 103.6 | 90.4
COc1ccc2c(c1)C(C)Cc1c(ncnc1-n1c(C)nc3ccccc31)N2C (configuration not stated) | -4.9* | 32.3 | 28.7 | 41.3 | 7.1* | 42.5 | 6.0* | 12.0 | 6.0*
C1CCc2[nH]nc(-c3n[nH]c4c3CCCCC4)c2CC1 | 93.0 | 103.3 | 109.4 | 96.9 | 114.6 | 106.0 | 99.6 | 111.6 | 100.1
[O-][N+]1(CCc2ccccc2)CCCCC1 | 107.7 | 100.0 | 106.4 | 105.4 | 90.5 | 113.1 | 96.9 | 104.1 | 92.9
COc1ccc(-n2c(SCC(=O)NNC(=S)NC(=O)c3ccc(Br)cc3)nc3cc(OC)c(OC)cc3c2=O)cc1 | nt | 96.6 | 100.7 | 104.2 | 112.0 | 99.4 | 103.6 | 108.1 | 95.9
COc1cc(-c2c(NC(C)(C)C)nc3c(OCCc4ccccc4)cccn23)cc(OC)c1OC | 139.4 | 88.4 | 72.5 | 45.3 | 61.7 | 110.1 | 97.6 | 97.3 | 59.3
O=C1NC(=C(Cl)Cl)/C(=N/S(=O)(=O)N2CCCCC2)N1 | 93.5 | 60.9 | 5.6* | 4.7* | -75.8* | 28.3 | 11.8 | -62.3* | 110.4
N[C@H](C(=O)O)[C@@H]1CC(Cl)=NO1 | 27.3[20 µM] | 30.6[20 µM] | 18.2[20 µM] | 34.7[20 µM] | 17.3[20 µM] | 25.5[20 µM] | 21.4[20 µM] | 10.2[20 µM] | 31.2[20 µM]
COc1cc(/C=C/c2ccc3c(Br)cc(Br)c(O)c3n2)ccc1O | 36.5 | 23.4 | 20.8 | 35.0 | 36.7 | 22.8 | 21.5 | 18.3 | 27.4
CCCCCCCO | 105.7 | 101.8 | 112.0 | 106.6 | 132.1 | 125.3 | 89.5 | 95.0 | nt
O=C1c2cccc3cccc(c23)C(=O)N1CCO | 98.2 | nt | 105.5 | 117.5 | 119.7 | 102.1 | 104.6 | 112.3 | 113.2
Cc1ccccc1N1C(=O)C2CC=CCC2C1=O (configuration not stated) | 89.4 | 104.4 | 107.3 | 128.1 | 99.6 | 104.8 | 102.8 | 104.6 | 95.5
O=C(NC1c2ccccc2Oc2ccccc21)OC1CCCCC1 | 47.8 | 80.3 | 102.4 | 91.6 | 82.5 | 84.6 | 87.8 | 89.8 | 43.4
CC(=O)NC(=O)NCN1CCOCC1 | 100.5 | 102.7 | 106.4 | 98.8 | 117.6 | 96.9 | 98.7 | 104.1 | 104.6
O=S(=O)(c1ccc(N/N=C\c2ccc(Cl)c(Cl)c2)cc1)c1ccc(N/N=C/c2ccc(Cl)c(Cl)c2)cc1 | 86.9 | nt | 105.0 | 105.5 | nt | 104.4 | 102.2 | 106.9 | 104.5
CCOC(=O)c1cnc2c(N=Nc3ccc(OC)cc3)c(N)nn2c1N | 106.2 | 98.6 | 99.6 | 105.9 | 99.3 | 94.2 | 109.7 | 100.7 | 102.0
c1ccc2c([C@@H]3CCCCCC[C@H](c4c[nH]c5ccccc45)c4c3[nH]c3ccccc43)c[nH]c2c1 | 102.4 | 95.3 | 77.8 | 99.1 | 86.9 | 84.4 | 105.4 | 76.4 | 96.3
CNC(=O)c1cc(Cn2nc(C)c(NC(=O)Nc3ccc(Cl)c(C(F)(F)F)c3)c2C)ccn1 | 68.0 | 102.9 | 105.9 | 105.1 | 92.4 | 98.0 | 94.0 | 110.5 | 95.5
